Assay outcomes as filed in PubChem BioAssay.
Tn7 DDE FP = disrupts Tn7 cyclic peptide binding to fibrin D-Dimer-E complex. 370,000 tested, 0.13% active. FP displacement of FITC-Tn7 peptide from fibrin DD(E); 0% = median of compound wells per plate. inhibition, % at 8.3 µM. P02675;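 active = inhibition above the mean of compounds falling within the control limits plus 3 SD of them, cut at about 14% in these data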;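 note: 0% = plate median of compound wells and 100% = 10 µM Aha-Tn7 peptide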
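Assay system: human fibrin DD(E). Input: DD(E) 2 µM final. Medium: Tris buffer with calcium and detergent, pH 7.8. Compound dosing: single point at 8.3 µM. Timing: 10 min plus 3 h, room temperature. Technique: fluorescence polarization of the labelled Tn7 tracer. Read-out: percent inhibition. Replicates: singlicate testing.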
KLK7 zymogen act = proKLK7 (human) activation, primary screen; P49862; purified proKLK7, EDANS-DABCYL substrate fluorescence; 100% is mature enzyme control, 0% vehicle; activation, % at 7 µM; 370,000 tested, 0.9% active;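 active = activation above the mean of all tested compounds plus 3 SD, computed per campaign excluding outliers beyond control limits, cut at about 13% in these data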
PLC-beta3 inh = inhibitors of human phospholipase C beta3; inhibition, % at 12.2 µM; 370,000 tested, 0.18% active; AID 720704; Q01970; Purified PLC-beta3, fluorogenic substrate, fluorescence; in the data active = inhibition above about 11%;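 note: 0% = median of compound wells on plate and 100% = full blocker control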
Target sequence (Q01970 whole entry, looked up): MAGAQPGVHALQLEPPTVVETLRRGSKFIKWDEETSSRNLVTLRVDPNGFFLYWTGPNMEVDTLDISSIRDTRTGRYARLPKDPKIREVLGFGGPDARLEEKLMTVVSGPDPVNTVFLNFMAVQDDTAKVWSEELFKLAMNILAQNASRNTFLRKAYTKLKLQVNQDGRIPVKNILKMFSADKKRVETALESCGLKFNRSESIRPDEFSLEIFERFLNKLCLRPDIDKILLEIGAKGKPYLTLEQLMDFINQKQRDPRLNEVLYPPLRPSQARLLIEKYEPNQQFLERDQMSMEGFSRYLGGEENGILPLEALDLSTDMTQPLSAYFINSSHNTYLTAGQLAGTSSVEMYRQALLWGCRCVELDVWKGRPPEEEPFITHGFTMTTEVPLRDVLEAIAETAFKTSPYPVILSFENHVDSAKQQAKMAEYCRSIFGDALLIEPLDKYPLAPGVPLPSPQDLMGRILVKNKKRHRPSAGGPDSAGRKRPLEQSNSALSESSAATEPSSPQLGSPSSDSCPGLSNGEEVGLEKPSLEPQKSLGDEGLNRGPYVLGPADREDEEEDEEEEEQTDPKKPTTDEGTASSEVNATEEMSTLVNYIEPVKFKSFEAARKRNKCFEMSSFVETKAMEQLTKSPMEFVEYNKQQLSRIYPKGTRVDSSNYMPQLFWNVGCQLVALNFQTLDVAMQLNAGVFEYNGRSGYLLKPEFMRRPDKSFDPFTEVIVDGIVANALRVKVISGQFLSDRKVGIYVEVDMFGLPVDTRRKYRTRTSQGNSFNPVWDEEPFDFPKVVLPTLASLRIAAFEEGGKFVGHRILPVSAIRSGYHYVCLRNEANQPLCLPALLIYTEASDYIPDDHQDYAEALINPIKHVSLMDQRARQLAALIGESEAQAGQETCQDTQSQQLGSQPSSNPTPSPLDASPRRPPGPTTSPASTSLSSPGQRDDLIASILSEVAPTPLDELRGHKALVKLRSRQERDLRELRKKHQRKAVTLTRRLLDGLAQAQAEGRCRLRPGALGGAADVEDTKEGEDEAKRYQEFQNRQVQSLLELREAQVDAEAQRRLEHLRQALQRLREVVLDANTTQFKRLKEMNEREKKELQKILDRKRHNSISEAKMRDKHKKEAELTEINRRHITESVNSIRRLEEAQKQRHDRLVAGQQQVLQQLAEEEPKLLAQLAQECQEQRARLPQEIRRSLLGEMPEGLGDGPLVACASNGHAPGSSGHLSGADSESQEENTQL
ASAP1 GAP inh = blocks human ASAP1-stimulated Arf1 GTP hydrolysis; GDP FP detection; inhibition, % at 16.5 µM; AID 624377; 360,000 tested, 0.19% active; in the data active = inhibition above about 25%;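 note: 0% = vehicle with enzyme and substrate and 100% = no enzyme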
UHRF1 binding = UHRF1 methyl-DNA binding inhibition; UHRF1 binding to methylated oligo, TR-FRET; Q96T88; 370,000 tested, 0.75% active; inhibition, % at 4.4 µM; in the data active = inhibition above about 21%;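 note: UHRF1 SRA domain binding a hemimethylated CpG hairpin DNA probe; 0% = median of test compound wells and 100% = reference inhibitor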
ARFGAP1 inhibitor = inhibitors of rat ARFGAP1. Q62848. Arfgap1-stimulated ARF1 GTP hydrolysis, GDP FP detection. inhibition, % at 16.5 µM. 360,000 tested, 0.26% active. AID 651572;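 active = inhibition above a per-plate limit, mean inhibition of low control wells plus 3 SD, cut at about 25% in these data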;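 note: 0% = DMSO wells with enzyme and 100% = wells lacking Arfgap1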
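Replicates: Single well per compound | Assay system: Truncated rat Arfgap1 GAP domain | Control set: No-Arfgap1 wells (100%) versus DMSO full-reaction wells (0%) | Times: Enzyme reaction 120 min at 25 °C after 20 min preincubation | Reagent: Human ARF1(Δ1-17)-GTP substrate | Measured by: Tracer-displacement fluorescence polarization with EDTA stop, 620/688 nm | Measure: Percent inhibition of Arfgap1-stimulated GTP hydrolysis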
PLC-gamma1 inh = PLC-gamma1 (human) inhibition, primary screen. purified PLC-gamma1, fluorogenic substrate, fluorescence. 370,000 tested, 0.84% active. P19174. AID 720700. inhibition, % at 12.2 µM; in the data active = inhibition above about 9.5%
Rev-erbA mod = Rev-erb alpha (human) modulation; 370,000 tested, 0.79% active; Rev-erbα–FITC-DNA binding, fluorescence polarization, 90 min; activity, % at 10 µM; AID 1259318;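 active = activity above about 14%, limit read from the data; passing the limit was not always enough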;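 note: 0% = DMSO wells with 35 nM protein and 100% = DMSO wells with 750 nM protein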
sPLA2-III inh = Blocks human group III sPLA2 activity; 370,000 tested, 0.56% active; AID 743126; QFRET BODIPY PC-A2 liposome hydrolysis, fluorescence; inhibition, % at 12.2 µM;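 active = inhibition above mean plus 3 SD of compounds lying within the high and low control bounds, cut at about 19% in these data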;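 note: 0% = median of test compound wells and 100% = no enzyme DMSO wells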
Tn6 DDE FP = DD(E)-Tn6 binding inhibition, primary FP screen; inhibition, % at 8.3 µM; Fibrin DD(E) TRITC-Tn6 fluorescence polarization displacement; P02675; 370,000 tested, 0.21% active;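 active = inhibition above a per-campaign cutoff: mean of compounds within control limits plus 3 SD, cut at about 15% in these data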;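 note: 0% = median of all compound wells on the plate and 100% = blocking peptide control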
Starred values were filed as active, the others as inactive; i = inactive; · = no result given.

Tn7 DDE FP	ARFGAP1 inhibitor	PLC-gamma1 inh	KLK7 zymogen act	PLC-beta3 inh	ASAP1 GAP inh	Tn6 DDE FP	Rev-erbA mod	sPLA2-III inh	UHRF1 binding	canonical_smiles
7	-24	3	0.1	1	6	5	2	8	-1	CC(C)c1cc(C(=O)Nc2ccc3c(c2)OCO3)no1
3	-11	-1	0.4	-3	3	4	4	2	-3	Cc1ccn(CCC(=O)N2CCCC(CCC(=O)N3CCN(c4ccccn4)CC3)C2)n1 (configuration not stated)
-3	-7	2	-0.2	-3	17	-4	2	-9	0	CCN(CC)S(=O)(=O)c1ccc(NC(=S)NC(=O)C2CCC2)cc1
-4	1	1	0.7	3	-6	-5	0	0	0	C/C(CCc1ccccc1)=N\NC(=O)CCc1ccccc1
-13	9	5	-0.2	4	4	-3	1	7	0	CC1CC2=C(NC(=S)NC2c2ccc(F)cc2)/C(=C/c2ccc(F)cc2)C1 (configuration not stated)
-8	2	4	-0.4	-3	16	9	8	8	0	O=C1CCC(=O)N1c1ccc(NCCc2cccc(F)c2)c([N+](=O)[O-])c1
5	2	1	0.3	0	-6	1	2	-5	1	Cc1noc(C)c1C(=O)N1CCN(C(=O)c2sc3cc(Cl)ccc3c2Cl)CC1
-6	-3	5	-0.1	4	-7	4	2	-4	0	Cc1c(N=CN2CCOCC2)c(=O)n(C)c(=O)n1C
-1	-8	1	0.4	-1	-6	5	0	3	2	CCOc1cc(C(=O)Nc2ccncc2)cc(OCC)c1OCC
8	1	-3	-0.7	-9	0	8	-2	0	2	CC1CC(C)CN(c2ccc(NS(=O)(=O)c3ccccc3)cc2C(=O)O)C1 (configuration not stated)
3	7	-1	0.5	-1	5	-1	-4	2	1	COc1cccc(CNC(=O)CN(c2cc(C)cc(C)c2)S(=O)(=O)c2c(C)noc2C)c1
-3	13	-1	-0.2	-47	11	4	1	1	1	O=C(CCn1cnnn1)Nc1ccccc1F
-1	11	0	0.2	-1	4	6	-3	3	-1	COc1ccccc1S(=O)(=O)Cc1ccc(C(=O)N2CCCC2)o1
5	-2	i	27*	i	0	3	0	-10	-2	C=CCNS(=O)(=O)c1cccc2cc(C(=O)O)c(O)cc12
1	7	0	-0.1	4	5	-1	-8	-5	-6	Cc1ccc([N+](=O)[O-])cc1-c1ccc(/C=N\n2nnnc2N)o1
-6	6	-1	0.2	-7	-6	-6	-1	0	-1	O=C(NNS(=O)(=O)c1ccccc1)c1cccc([N+](=O)[O-])c1
-1	-5	-3	0.4	-8	0	-4	-2	-15	0	COc1ccc(C)cc1-n1c(SCC(=O)Nc2cccc(C(=O)O)c2)nc2ccccc2c1=O
-4	-3	3	0.1	-2	-1	4	·	-1	-2	CC(O)CCC(=O)NNC(=S)Nc1ccccc1 (configuration not stated)
-7	5	0	0.3	3	14	-5	-1	3	2	COc1cc(/C=N/NC(N)=O)cc(Br)c1OCc1ccccc1C
-3	-6	2	-0.1	2	6	10	0	-19	-2	CCOC(=O)[C@]12CCC=C1N(Cc1ccc3c(c1)OCO3)C(=O)[C@H](CC(=O)NCc1cccc(C(F)(F)F)c1)C2
-5	0	4	0.3	0	0	-6	7	5	2	Cc1ccc(S(=O)(=O)N2CCCC(C(=O)Nc3ccc(C(=O)O)cc3)C2)cc1Cl (configuration not stated)
1	-6	3	0.5	-4	2	3	3	4	0	CCC(C)(C)C1CCC2(CC1)NC(=O)N(CC(=O)N(C)Cc1ccc(OC(F)F)cc1)C2=O (configuration not stated)
-3	-3	1	0.5	1	-7	-7	0	-4	0	COC(=O)Cc1csc(Nc2ccc(Cl)cc2)n1
3	-2	-6	0.1	-12	-7	-1	3	-9	-2	CCOC(=O)C1=C(c2ccccc2)Nc2ncnn2C1c1ccc(O)cc1 (configuration not stated)
1	2	2	0.0	-1	10	6	6	3	0	Cc1ccc(S(=O)(=O)N(C)C[C@@H]2OCc3cnnn3CCCC(=O)N([C@H](C)CO)C[C@@H]2C)cc1

Next section:
Tn7 DDE FP	ARFGAP1 inhibitor	PLC-gamma1 inh	KLK7 zymogen act	PLC-beta3 inh	ASAP1 GAP inh	Tn6 DDE FP	Rev-erbA mod	sPLA2-III inh	UHRF1 binding	canonical_smiles
-2	-9	2	0.6	-4	16	4	0	-18	2	Cc1ccc(S(=O)(=O)Nc2ccc(Nc3ccccc3)cc2)cc1
-1	-3	-1	-0.4	-1	-25	0	-2	5	-3	CC(/C=N\NC(=O)c1ccc(C)nc1)=C\c1ccccc1
3	14	1	-0.2	2	10	-1	-4	-1	2	O=C(NCC1CCCO1)c1ccc(CNS(=O)(=O)c2cccc(Cl)c2)cc1 (configuration not stated)
7	9	-3	0.7	-8	10	6	16	-10	0	Cc1ccc(OCCC(=O)OCC(=O)NCCc2ccc(Cl)cc2)cc1
7	-3	-2	-0.4	-1	5	-1	-3	-15	-2	COc1ccc(C(=O)Cn2nnc(-c3ccccc3NC(=O)C3CCCCC3)n2)cc1
14	0	-2	0.1	-10	-9	4	2	-3	0	CC#CC(=O)N1CCC(Oc2cccc(C(=O)NCc3ccccn3)c2)CC1
5	1	-8	-1.5	-6	-3	-6	4	6	-1	COC(=O)c1cc2c(c3c4cc(F)ccc4n(S(=O)(=O)c4ccccc4)c13)C(=O)N(Cc1ccc(N(C)C)cc1)C2
8	-7	2	-0.3	-8	0	7	4	11	0	O=C([C@@H]1CC=C[C@@H]2CCN(C3CC3)C(=O)[C@@H]21)N1CCN(c2ccccc2)CC1
-4	7	-169	1.5	-213	-10	4	-4	-3	3	Cc1nc(-c2ccccc2)sc1-c1ccn[nH]1
-4	-5	0	0.3	-11	-13	-2	3	-10	1	Cc1cc(C)c2c(=O)c(C#N)coc2c1
4	16	0	-0.1	0	5	-8	-2	4	7	CN(C)c1nn(C(=O)Nc2cccc(C(F)(F)F)c2)cc1-c1ccccc1
-4	-7	-5	0.7	-11	-5	6	-1	14	3	Cc1cccc2[nH]c3c(=O)n(CCN4CCNCC4)cnc3c12
3	·	-8	-0.1	-19	·	1	-3	11	1	COC(=O)c1cc(-c2cccc(C(F)(F)F)c2)c(=O)n2c1CCC2
0	8	0	0.8	4	-4	1	0	3	1	COc1ccc(OCC(=O)NC2CCSc3ccccc32)cc1 (configuration not stated)
-2	6	-7	-1.5	-13	18	1	0	-7	-3	CCc1ccc(C(=O)N/N=C(\C)c2ccncc2)s1
2	-12	-8	-0.1	-1	-1	3	38*	2	15	Cc1ccc(C)c(NC(=O)CSc2nc(C)cc(C)c2C#N)c1
12	3	0	0.0	-7	4	-1	-3	-8	-5	CN(C(=O)CSC(=O)c1ccccc1)c1ccccc1
1	-8	-5	-0.9	-9	-6	-3	2	2	6	CCC(=O)c1ccc(N2CCC(C)CC2)c(F)c1
4	-5	-2	-0.1	0	7	2	-4	-2	-2	COc1cccc(-c2cnc(C(O)c3ccc(CN4CCCC4)cc3)[nH]2)c1 (configuration not stated)
6	5	0	1.0	-4	3	8	-2	-1	2	FC(F)(F)c1nc(-c2cccnc2)ncc1-c1nnnn1-c1ccccc1
3	0	0	0.3	-3	-7	-2	-5	-37	2	CCc1ccc([C@@H]2CC=C(C(=O)O)[C@H](c3ccccc3)N2S(=O)(=O)c2ccc(C)cc2)cc1
-8	10	-8	0.2	-11	0	-4	2	2	5	Cc1ccc2c(C)cc[n+](CCCS(=O)(=O)[O-])c2c1
3	-3	-2	-0.4	1	1	7	-5	1	1	O=C(c1cnccn1)N1CCc2ccccc2C1
-3	4	-2	-1.0	0	-11	1	3	13	5	OC(COc1ccc(Cl)cc1)CN1CCCCC1 (configuration not stated)
-9	-3	-1	0.9	1	0	6	-4	-2	-2	CN1CCN(C(=O)C[C@H]2CC[C@H]3[C@@H](COC[C@@H](O)CN3Cc3cccc(F)c3)O2)CC1

An excerpt from above in order of length of the SMILES, high to low.
Tn7 DDE FP	ARFGAP1 inhibitor	PLC-gamma1 inh	KLK7 zymogen act	PLC-beta3 inh	ASAP1 GAP inh	Tn6 DDE FP	Rev-erbA mod	sPLA2-III inh	UHRF1 binding	canonical_smiles
3	7	-1	0.5	-1	5	-1	-4	2	1	COc1cccc(CNC(=O)CN(c2cc(C)cc(C)c2)S(=O)(=O)c2c(C)noc2C)c1
-1	-3	-1	-0.4	-1	-25	0	-2	5	-3	CC(/C=N\NC(=O)c1ccc(C)nc1)=C\c1ccccc1
-4	-3	3	0.1	-2	-1	4	·	-1	-2	CC(O)CCC(=O)NNC(=S)Nc1ccccc1 (configuration not stated)
-3	13	-1	-0.2	-47	11	4	1	1	1	O=C(CCn1cnnn1)Nc1ccccc1F

(continued)
Tn7 DDE FP	ARFGAP1 inhibitor	PLC-gamma1 inh	KLK7 zymogen act	PLC-beta3 inh	ASAP1 GAP inh	Tn6 DDE FP	Rev-erbA mod	sPLA2-III inh	UHRF1 binding	canonical_smiles
-6	·	2	·	-1	·	0	1	-6	1	O=C(Nc1ccc(N2C(=O)[C@@H]3[C@H](C2=O)[C@@H]2C=C[C@H]3C2)c(Cl)c1)c1ccccn1
9	5	-1	-0.3	4	9	5	-8	-31	0	CC(C)[C@@H](C(=O)NC1CCCC1)N1C(=O)N2CCc3c([nH]c4ccccc34)[C@@]2(C)C1=O
3	-4	0	-0.6	-11	-1	-4	6	-8	4	CC(Sc1n[nH]c(-c2ccccc2)n1)C(=O)c1c(N)n(C)c(=O)n(C)c1=O (configuration not stated)
-1	4	1	0.3	1	8	-8	5	1	2	Cc1cccc(NC2=NC(=S)N(c3ccc(C(=O)O)cc3)C23CCCCC3)c1

Fetched one by one from above, four records:
Tn7 DDE FP	ARFGAP1 inhibitor	PLC-gamma1 inh	KLK7 zymogen act	PLC-beta3 inh	ASAP1 GAP inh	Tn6 DDE FP	Rev-erbA mod	sPLA2-III inh	UHRF1 binding	canonical_smiles
-6	·	2	·	-1	·	0	1	-6	1	O=C(Nc1ccc(N2C(=O)[C@@H]3[C@H](C2=O)[C@@H]2C=C[C@H]3C2)c(Cl)c1)c1ccccn1
3	-4	0	-0.6	-11	-1	-4	6	-8	4	CC(Sc1n[nH]c(-c2ccccc2)n1)C(=O)c1c(N)n(C)c(=O)n(C)c1=O (configuration not stated)
9	5	-1	-0.3	4	9	5	-8	-31	0	CC(C)[C@@H](C(=O)NC1CCCC1)N1C(=O)N2CCc3c([nH]c4ccccc34)[C@@]2(C)C1=O
-1	4	1	0.3	1	8	-8	5	1	2	Cc1cccc(NC2=NC(=S)N(c3ccc(C(=O)O)cc3)C23CCCCC3)c1
